Bioassay records: PubChem BioAssay, The Scripps Research Institute Molecular Screening Center
CHRM1 PAM – human M1 muscarinic receptor positive allosteric modulators, primary screen, CHO-K1 cells, Fluo-8 calcium fluorescence, 1536-well | Muscarinic acetylcholine receptor M1 (Homo sapiens), P11229 | CHO-K1 hM1, ACh EC20; 0% = ACh EC20, 100% = maximal ACh | activation, % at 3 µM | hit rate 0.088% among 360,000 | AID 588819, 2011; in the data active means activation above about 19%, passing the limit was not always enough
Target sequence (P11229 whole entry, looked up): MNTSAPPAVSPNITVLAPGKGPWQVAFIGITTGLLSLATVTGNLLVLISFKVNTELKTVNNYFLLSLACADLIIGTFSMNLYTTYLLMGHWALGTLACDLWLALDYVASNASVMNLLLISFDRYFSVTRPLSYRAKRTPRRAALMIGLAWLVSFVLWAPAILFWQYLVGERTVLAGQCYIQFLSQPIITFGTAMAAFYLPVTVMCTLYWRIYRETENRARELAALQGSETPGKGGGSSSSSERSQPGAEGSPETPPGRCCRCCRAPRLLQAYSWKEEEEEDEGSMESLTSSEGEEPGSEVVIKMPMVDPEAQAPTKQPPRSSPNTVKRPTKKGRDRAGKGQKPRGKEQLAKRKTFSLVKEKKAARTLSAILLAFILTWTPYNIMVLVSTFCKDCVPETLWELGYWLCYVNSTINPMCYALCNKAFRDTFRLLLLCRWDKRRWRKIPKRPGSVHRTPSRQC
V1aR counter – agonists of human V1a receptor, primary screen, counter-screen for OXTR agonist project, fluorescence, CHO-V1R cells; Vasopressin V1a receptor (Homo sapiens), P37288; Fluo-8 calcium fluorescence, agonist mode; 0% DMSO, 100% 3 nM vasopressin; activation, % at 3 µM; hit rate 0.25% among 320,000;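 active means activation above the mean activation of all tested compounds plus 3 SD, per screening run, cut at about 20% in these data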;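 further: signal is peak over basal fluorescence ratio across a 100 second FLIPR read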
Target sequence (P37288 whole entry, looked up): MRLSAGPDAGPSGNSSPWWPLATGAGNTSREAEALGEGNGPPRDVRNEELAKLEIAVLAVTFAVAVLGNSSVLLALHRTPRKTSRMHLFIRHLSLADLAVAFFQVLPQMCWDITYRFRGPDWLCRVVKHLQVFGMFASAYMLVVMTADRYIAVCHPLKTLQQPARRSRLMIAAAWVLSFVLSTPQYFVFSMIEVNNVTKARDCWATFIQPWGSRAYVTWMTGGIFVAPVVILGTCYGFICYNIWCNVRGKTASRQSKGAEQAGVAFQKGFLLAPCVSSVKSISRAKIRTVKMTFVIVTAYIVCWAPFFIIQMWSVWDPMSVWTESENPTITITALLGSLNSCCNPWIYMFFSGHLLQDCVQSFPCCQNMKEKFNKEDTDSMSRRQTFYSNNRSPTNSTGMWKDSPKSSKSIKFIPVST
CHO parental Ca – ATP-evoked calcium signal inhibitors, parental CHO, primary screen, counter-screen for OX1R antagonist project, cell-based, fluorescence, Fluo-8 calcium dye; hit rate 0.63% among 330,000; inhibition, % at 5.6 µM; AID 463079, 2010; parental CHO-K1, ATP-induced calcium, Fluo-8 fluorescence;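 active means inhibition above that plate's mean sample inhibition plus 3 SD, cut at about 26% in these data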;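 further: 0% = ATP-challenged DMSO wells and 100% = DMSO wells without ATP; some compounds past the cut are filed as inactive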
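Material – parental CHO cells · Reagent – ATP stimulus · Compound – single nominal dose of 5.6 µM per compound · Detection – Fluo-8 fluorescence · Read-out basis – percent inhibition of calcium signal · Controls – ATP-challenged DMSO wells low, unchallenged DMSO wells high · Repeats – no replicates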
CHRM1 agonist – human M1 muscarinic receptor agonists, primary screen, Fluo-8 calcium fluorescence, CHO-K1 cells, HTS. hit rate 0.33% among 360,000. CHO-K1 hM1, agonist mode; 0% DMSO, 100% acetylcholine EC100. activation, % at 3 µM. Muscarinic acetylcholine receptor M1 (Homo sapiens), P11229;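 active means activation above the run's mean compound activation plus 3 SD, cut at about 16% in these data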;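 further: peak over basal fluorescence ratio within a 140 s kinetic read after compound addition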
TAAR1 antagonist – human TAAR1 antagonists, primary screen, Fluo-8 calcium fluorescence, CHO RD-HGA16 cells | Trace amine-associated receptor 1 (Homo sapiens), Q96RJ0 | antagonist | inhibition, % at 3 µM | hit rate 1.5% among 360,000 | AID 624466, 2012;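 active means inhibition above a per-plate cutoff, the mean inhibition of test compounds on that plate plus 3 SD, cut at about 49% in these data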;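 further: 0% = DMSO plus EC80 beta-PEA response and 100% = DMSO alone without agonist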
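Test system: hTAAR1-expressing CHO RD-HGA16 cells, Gα16-coupled; Probe or stimulus: EC80 β-phenethylamine stimulus; Compound dosing: single nominal final test compound concentration of 3 µM; Timing: 140 s kinetic read after compound, 140 s after agonist; Signal: Fluo-8 calcium-sensitive fluorescence; Measure: % inhibition of agonist calcium response; Controls: DMSO and EC80 PEA controls.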
OXTR agonist – human OXTR agonists, primary screen, fluorescence, CHO-OTR cells, Fluo-8 calcium; Fluo-8 calcium fluorescence; normalized: DMSO 0%, oxytocin 100%; AID 2435, 2010; Oxytocin receptor (Homo sapiens), P30559; activation, % at 3 µM; hit rate 0.32% among 320,000;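 active means activation above the mean of all tested compounds plus 3 SD, cutoff set per screening run, cut at about 20% in these data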;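 further: peak over basal fluorescence ratio from a 100 s FLIPR kinetic read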
OXTR potentiator – human OXTR potentiators, primary screen, fluorescence, CHO-OTR cells, Fluo-8 calcium; Oxytocin receptor (Homo sapiens), P30559; Fluo-8 calcium fluorescence, potentiator mode; 0% = oxytocin EC15, 100% = EC100; AID 2445, 2010; activation, % at 3 µM; hit rate 0.061% among 320,000;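 active means activation above that plate's cutoff, the mean activation of tested compounds plus 3 SD, cut at about 6.6% in these data, passing the limit was not always enough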;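 further: 100% uses oxytocin at 75 nM as the full agonist control; some results filed as inactive read as strong as hits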
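Measured by – Fluo-8 calcium dye fluorescence · Test system – human OTR in CHO cells · Dosing – one concentration, 3.0 µM compound · Controls – EC15 oxytocin alone as 0%, 75 nM oxytocin as 100% · Evaluation – normalized max/min fluorescence ratio, % activation · Timing – 6 min pre-incubation, 100 s read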
CHRM1 antagonist – human M1 muscarinic receptor antagonists, primary screen, CHO-K1 cells, Fluo-8 calcium fluorescence, 1536-well. Muscarinic acetylcholine receptor M1 (Homo sapiens), P11229. CHO-K1 hM1, ACh EC80 antagonist. inhibition, % at 3 µM. hit rate 1.3% among 360,000;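 active means percent inhibition above its own plate's cutoff, namely the mean of that plate's compound wells plus 3 SD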;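 further: peak over basal fluorescence ratio during 140 s after agonist addition; 0% = ACh EC80 plus DMSO and 100% = DMSO alone without agonist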
TAAR1 agonist – human TAAR1 agonists, primary screen, Fluo-8 calcium fluorescence, CHO RD-HGA16 cells. Trace amine-associated receptor 1 (Homo sapiens), Q96RJ0. vehicle wells 0%, saturating PEA agonist 100%. activation, % at 3 µM. hit rate 0.99% among 360,000;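 active means activation above the mean activation of all test compounds in the run plus 3 SD, cut at about 38% in these data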
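Assay system: CHO-derived RD-HGA16 cells with stable Gα16 and human TAAR1; timing: 17-24 h seeding, 75 min 37 °C dye, 30 min RT; read-out: % activation from peak over basal fluorescence ratio, DMSO-to-PEA scaled; measured by: kinetic Fluo-8 calcium fluorescence; benchmarks: low control DMSO, high control PEA (EC100); doses: 3 µM single concentration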
Active calls of the source: *; · = not tested or not shown.

SMILES	CHRM1 PAM	V1aR counter	CHO parental Ca	CHRM1 agonist	TAAR1 antagonist	OXTR agonist	OXTR potentiator	CHRM1 antagonist	TAAR1 agonist
Cc1ccccc1C(=O)Nc1ccccc1C(=O)N1CCC(C)CC1	3	-0.1	-10	-2	-18	0.5	-1	-2	3
C=CCC[C@H](Cc1ccc(F)cc1)C(=O)OC[C@H](Cc1c[nH]c2ccccc12)NC(=O)[C@@H](CC=C)CC(=O)N(CCO)Cc1ccccc1	7	2.5	3	1	18	1.6	-8	-12	6
O=C(C(Cl)c1ccccc1)N1CCCC1 (stereo not drawn)	9	-0.1	-4	-4	8	0.8	-1	-12	2
Cc1nc(Cl)sc1C(=O)Nc1ccc(Cl)cc1	-4	-0.1	-16	-11	-39	-0.8	-5	-9	3
CCOC(=O)N1CCN(C(=O)c2cc3cc(Cl)ccc3[nH]2)CC1	-2	·	·	-1	-9	·	·	7	-1
COc1ccc2c(Cl)c(C(=O)N/N=C/c3c(C)[nH]c4ccccc34)sc2c1	1	-0.5	3	-1	25	0.7	-10	2	0
CCCC(O)(c1ccc(OC)cc1)C(CN1CCOCC1)c1ccc(Cl)cc1 (stereo not drawn)	4	0.2	-47	-3	-32	-0.9	-20	-13	1
COc1ccc(C(=O)COc2nc(C)cc(C)c2C#N)cc1	-3	1.9	-19	-6	-2	1.1	-10	7	9
CC1CC(N(C(=O)c2ccc(Cl)cc2)c2ccccc2)c2ccccc2N1C(=O)c1ccco1 (stereo not drawn)	-1	-1.2	-10	-6	-14	-0.1	-6	-8	3
Cc1nc(Cc2nnc(SCC(=O)N3c4ccccc4NC(=O)C3(C)C)o2)cs1	1	·	·	-2	8	·	·	-1	1
O=C(Cc1ccccc1Cl)N1CCOCC1	4	0.8	-3	-1	-13	0.5	-2	-8	0
CCCCn1cnc2c1c(=O)[nH]c(=O)n2CCCC	-3	-0.6	0	-2	-2	-0.2	-5	-18	0
CCc1ccc(N2CC(C(=O)NC3=NCCS3)CC2=O)cc1 (stereo not drawn)	7	-0.1	-2	-4	-12	-0.4	-4	-12	3
CCCCCCCNC(=O)C1(CC2CC(c3ccc(Cl)cc3)=NO2)CCN(C(=O)c2ccccc2)CC1 (stereo not drawn)	12	-0.5	-20	-1	8	-0.9	-6	-15	-1
O=C(C[C@H]1C(=O)N(c2ccc(F)c(F)c2)C[C@@H]1Cc1ccccc1)Nc1ccccc1	-7	0.0	-25	-7	43	0.4	-10	6	4
CCCCC(=O)N(C)c1c(CC)nc2c(OCCOc3ccccc3)cccn12	2	·	·	-8	-20	·	·	-1	-1
CCc1cc[n+](/C(C(=S)Nc2cccc(C)c2)=C(/[O-])c2ccc(C)c([N+](=O)[O-])c2)cc1	4	0.7	-7	-10	2	0.2	-10	3	1
CN(C)C(=S)Nn1c(-c2ccccc2)nc2ccccc2c1=O	3	0.0	-8	-1	-1	-0.1	1	-4	11
O=C(O)c1cc(S(=O)(=O)N2CCCCCC2)c(Cl)cc1Cl	9	-0.3	-7	-1	6	-0.1	-4	-33	4
Cc1ccc2oc(=O)c3cc(C(=O)NCCCN4CC(C)CC(C)C4)sc3c2c1 (stereo not drawn)	-2	0.8	-23	-6	-23	0.9	-3	3	1
O=C(Nc1cnn(Cc2ccc(F)cc2)c1)c1cc(-c2ccco2)on1	-3	0.4	17	-3	-10	3.7	-2	3	-1
CCCn1c(CN2CCN(C(=O)OCC)CC2)nc2cc(NC(=O)CC)ccc21	-4	0.3	-1	-7	0	0.6	-2	4	0
CCS(=O)(=O)N1CCN(C(=O)c2ccco2)CC1	-3	0.4	0	-1	-9	-0.3	-10	-10	8
CCOC(=O)N1CCC(NC(=O)CS(=O)Cc2nc(-c3ccccc3C)oc2C)CC1 (stereo not drawn)	-4	5.3	-16	-1	-45	2.0	-9	9	1
CC(C)(C)C(=O)Cn1ncc(NC2CC2)c(Br)c1=O	6	-0.5	10	-3	-20	1.9	-11	-9	1
(list continues)
SMILES	CHRM1 PAM	V1aR counter	CHO parental Ca	CHRM1 agonist	TAAR1 antagonist	OXTR agonist	OXTR potentiator	CHRM1 antagonist	TAAR1 agonist
CCOC(=O)C(C)/C(C)=N/NC(=O)c1cc2ccccc2cc1O (stereo not drawn)	-4	-0.4	1	-3	-3	-0.1	-4	-3	2
COc1cc(C)c(C(=O)Oc2cc(C)c(C(=O)O)c(O)c2C)c(OC)c1C	-2	-1.2	-7	-8	-30	-1.9	-8	-6	1
O=C(Nc1nnc(COc2ccc(Cl)cc2)s1)c1cccs1	7	1.0	16	-1	14	3.3	-12	-28	2
Cn1ccnc1SCc1cn2ccccc2n1	3	-0.8	-7	-5	-16	-1.0	-4	-6	6
CCc1c(C)nc2c(-c3ccccc3)c[nH]n2c1=O	8	-0.2	-11	2	-30	-1.6	-3	-26	0
COc1ccc(-n2nc3c(c2NC(=O)c2ccccc2)CS(=O)(=O)C3)cc1	13	·	·	1	-13	·	·	-23	1
CCOC(=O)C1=CCN(S(=O)(=O)c2ccccc2Br)C1c1cccc(F)c1 (stereo not drawn)	-8	·	·	-10	37	·	·	3	5
CCN(CC)CCN1C(=O)C(=O)/C(=C(/O)c2ccccc2)C1c1ccccc1F (stereo not drawn)	9	0.2	-13	-5	13	-0.4	2	-15	5
COc1ccc(C(C(=O)OC(C)CN(C)C)c2ccccc2)cc1 (stereo not drawn)	-19	2.3	-13	-6	-2	4.1	-1	32*	0
Cc1cccn2c(=O)c3cc(C(=O)N(C)C)n(C)c3nc12	0	-0.1	-2	-2	-6	-0.4	-17	10	9
CC(=O)c1ccc(N2CCN(C(=S)Nc3ccccc3)CC2)cc1	1	5.1	0	-1	-2	6.4	-17	-5	18
Cc1nc(C(C)NC(=O)CCc2nnc(Cc3c[nH]c4ccccc34)o2)cs1 (stereo not drawn)	11	-0.1	-10	-5	-5	-0.6	-5	-17	4
CCCCc1ccc(CC(=O)O)cc1	6	0.1	-7	-3	-24	0.9	-14	-4	5
CC(=O)C1=C(O)C(=O)N(c2ccc(O)cc2)C1c1ccc(C)cc1 (stereo not drawn)	7	1.1	2	-4	-5	0.2	-10	-10	6
Cc1ccc(N2C(=O)Nc3ccc(Br)cc3C2(O)C(=O)NCCN(C)C)cc1C (stereo not drawn)	-6	1.2	-5	-6	7	1.1	6	7	-2
COc1ccc(S(=O)(=O)N2CCCCCC2)cc1C(=O)OCC(=O)NC(N)=O	9	0.7	-3	-4	8	0.7	-5	-4	5
CCNc1cc2oc(=O)c(CN3CCOCC3)c(C)c2cc1C	4	-0.4	-17	-5	-3	-1.5	-15	-2	0
CC1(OCON)CCCc2ccccc21 (stereo not drawn)	15	1.5	-12	0	-15	0.5	-4	-16	8
O=S(=O)(c1cc(C(F)(F)F)ccc1Cl)N1CCN(c2ccccn2)CC1	0	-1.8	-24	-6	-34	-0.1	-3	-23	-3
Cc1cc(-c2ccco2)n(CC(=O)NCc2ccco2)n1	-2	0.3	-18	-1	0	-0.8	1	-1	-1
O=C(Nc1ccc(S(=O)(=O)NCC2CCCO2)cc1)c1ccc(Cl)cc1[N+](=O)[O-] (stereo not drawn)	1	3.5	-5	-8	0	0.8	-5	-8	0
CCCOc1ccc(C(=O)Nc2nc(C)c(Cc3ccc4c(c3)OCO4)s2)cc1	5	0.1	-18	-6	-7	-1.0	-9	-1	-1
CCN1C(=O)[C@H]2[C@@H](c3ccc(C)cc3)N[C@]3(CCCN(CC4CCCCC4)C3=O)[C@H]2C1=O	-8	·	·	-4	-14	·	·	15	6
CN(CC(=O)Nc1cccc(S(=O)(=O)N(C)c2ccccc2)c1)Cc1cccs1	-7	·	·	-3	38	·	·	2	1
Cc1ccc(S(=O)(=O)CCC(=O)OCC(=O)c2c(N)n(CC(C)C)c(=O)n(C)c2=O)cc1	-12	11	-6	2	27	13	-13	23	18
Other records.
SMILES	CHRM1 PAM	V1aR counter	CHO parental Ca	CHRM1 agonist	TAAR1 antagonist	OXTR agonist	OXTR potentiator	CHRM1 antagonist	TAAR1 agonist
Cc1cccc(C(=O)Oc2ccccc2-c2nnco2)c1	6	-0.8	-13	-4	-3	-1.6	-14	-1	-2
CCOc1cc(/C=C2/SC(=S)N(CC3CCCO3)C2=O)ccc1O (stereo not drawn)	6	18	20	8	6	16	-18	5	37
COc1ncc(-c2ccc3c(c2)S(=O)(=O)c2cccc(C(=O)NCc4ccco4)c2C3=O)cn1	-12	0.2	-12	-5	45	0.3	3	28	19
Cc1ccc(Nc2nc(N)c3ccccc3n2)cc1Cl	8	0.1	-8	-4	38	0.0	-6	-22	50*
CCn1c(=O)n(CC(=O)NCc2ccco2)c(=O)c2ccccc21	-3	0.0	-10	-3	-17	0.4	-1	6	1
CCn1c(COc2ccc3c(c2)CCCC3)nnc1SCC(=O)Nc1ccc(C(=O)OC)cc1	-1	-1.1	-8	-6	-23	-2.0	-2	-1	4
COc1ccccc1C(=O)NCc1ccco1	15	1.4	-6	-3	-3	0.0	3	-11	2
CCOC(=O)C(=CNc1ccc(Oc2cncc(Cl)c2)nc1)C(=O)OCC	18	-0.1	-9	2	-35	-2.6	3	-7	1
C1=C(c2ccccc2)Nc2ccccc2N=C1c1ccccc1	9	-0.3	-15	-6	16	-1.9	-1	-10	0
O=C(Cc1ccccc1)Nc1cccc(-c2nc3ncccc3o2)c1	1	3.3	-18	2	24	5.2	-14	-17	15
CC(=O)c1ccc(S(=O)(=O)NC2CC(=O)N(c3ccc4c(c3)OCCO4)C2)cc1 (stereo not drawn)	0	-0.3	0	-2	3	1.3	1	-9	4
Nc1ccc(Cl)c[n+]1Cc1cccc2cccnc12	-5	-0.9	-10	-7	-13	-0.4	-4	3	2
